# CHRM1 PAM: potentiates human M1 receptor response to acetylcholine; 360,000 tested, 0.088% active; P11229; CHO-K1 hM1, Fluo-8 calcium fluorescence, ACh EC20; 0% = ACh EC20, 100% = maximal ACh; activation, % at 3 µM; in the data active means activation above about 19%, passing the limit was not always enough
# CHRM5 PAM: CHRM5 positive allosteric modulation; CHO-K1 hM5, Fluo-8 calcium, ACh EC20 PAM; 0% = ACh EC20, 100% = ACh EC100; activation, % at 3 µM; P08912; 360,000 tested, 0.3% active;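 active means activation above the run cutoff, the mean activation of all test compounds plus 3 SD, cut at about 18% in these data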
#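 Assay system: CHO-K1 hM5 cells / Incubation: Fluo-8 loading 80 min at 37 °C plus 30 min room temperature / Technique: Fluo-8 calcium dye fluorescence, kinetic read / Repeats: single replicate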
# M5 ag: agonists of human muscarinic M5 receptor (CHRM5); 360,000 tested, 0.19% active; CHO-K1 hM5 cells, Fluo-8 calcium fluorescence; 0% DMSO wells, 100% maximal acetylcholine response; AID 624037; activation, % at 3 µM;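 active means activation above the run's mean over test compounds plus 3 SD, cut at about 23% in these data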;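 further: signal is peak over basal fluorescence ratio across the kinetic read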
# M1 antag: blocks human M1 muscarinic receptor; P11229; CHO-K1 hM1, Fluo-8 calcium fluorescence, ACh EC80 antagonist; inhibition, % at 3 µM; 360,000 tested, 1.3% active;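 active means percent inhibition above its own plate's cutoff, namely the mean of that plate's compound wells plus 3 SD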;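 further: peak over basal fluorescence ratio during 140 s after agonist addition; 0% = ACh EC80 plus DMSO and 100% = DMSO alone without agonist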
# CHRM5 antagonist: antagonists of human muscarinic M5 receptor (CHRM5); CHO-hM5 cells, Fluo-8 calcium fluorescence, ACh EC80; P08912; AID 624040; inhibition, % at 3 µM; 360,000 tested, 0.59% active;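 active means inhibition above a per-plate cutoff, the mean of that plate's test compounds plus 3 SD, cut at about 27% in these data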;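 further: 0% = acetylcholine EC80 with DMSO and 100% = DMSO without agonist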
# CHRM1 agonist: activates human CHRM1 receptor; P11229; CHO-K1 hM1, Fluo-8 calcium fluorescence, agonist mode; 0% DMSO, 100% acetylcholine EC100; AID 588814; activation, % at 3 µM; 360,000 tested, 0.33% active;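 active means activation above the run's mean compound activation plus 3 SD, cut at about 16% in these data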;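 further: peak over basal fluorescence ratio within a 140 s kinetic read after compound addition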
# TAAR1 ag: human TAAR1 agonism; Q96RJ0; CHO RD-HGA16 TAAR1, Fluo-8 calcium fluorescence; vehicle wells 0%, saturating PEA agonist 100%; activation, % at 3 µM; 360,000 tested, 0.99% active; AID 624467;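 active means activation above the mean activation of all test compounds in the run plus 3 SD, cut at about 38% in these data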
# Target sequence (Q96RJ0 whole entry, looked up): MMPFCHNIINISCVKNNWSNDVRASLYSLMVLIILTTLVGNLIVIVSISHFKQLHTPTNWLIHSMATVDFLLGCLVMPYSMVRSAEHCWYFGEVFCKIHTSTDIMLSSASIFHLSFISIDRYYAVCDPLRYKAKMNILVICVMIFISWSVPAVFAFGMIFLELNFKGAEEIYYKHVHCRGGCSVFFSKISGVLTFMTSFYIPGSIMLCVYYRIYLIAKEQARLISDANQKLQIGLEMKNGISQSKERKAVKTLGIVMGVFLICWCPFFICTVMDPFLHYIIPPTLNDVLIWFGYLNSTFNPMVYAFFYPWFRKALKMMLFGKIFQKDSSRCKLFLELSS
#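 test system = CHO RD-HGA16 cells carrying human TAAR1 plus Gα16 | schedule = 17-24 h seeding, 75 min 37 °C dye, 30 min RT | compound dosing = 3 µM single concentration | control set = DMSO and PEA EC100 | replicates = n 1 | signal = Fluo-8 fluorescence, 5 s baseline then 140 s kinetic read | measure = percent activation vs PEA EC100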
# M4 ag: agonists of human muscarinic M4 receptor (CHRM4) | CHO-K1 hM4/Gqi5, Fluo-8 calcium fluorescence; vehicle 0%, full acetylcholine response 100% | 360,000 tested, 0.14% active | P08173 | AID 624127 | activation, % at 3 µM;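 active means activation above the run mean over all test wells plus 3 SD, cut at about 32% in these data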;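 further: peak over basal fluorescence ratio per well then scaled between controls; 0% = DMSO wells and 100% = acetylcholine at EC100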
# Target sequence (P08173 whole entry, looked up): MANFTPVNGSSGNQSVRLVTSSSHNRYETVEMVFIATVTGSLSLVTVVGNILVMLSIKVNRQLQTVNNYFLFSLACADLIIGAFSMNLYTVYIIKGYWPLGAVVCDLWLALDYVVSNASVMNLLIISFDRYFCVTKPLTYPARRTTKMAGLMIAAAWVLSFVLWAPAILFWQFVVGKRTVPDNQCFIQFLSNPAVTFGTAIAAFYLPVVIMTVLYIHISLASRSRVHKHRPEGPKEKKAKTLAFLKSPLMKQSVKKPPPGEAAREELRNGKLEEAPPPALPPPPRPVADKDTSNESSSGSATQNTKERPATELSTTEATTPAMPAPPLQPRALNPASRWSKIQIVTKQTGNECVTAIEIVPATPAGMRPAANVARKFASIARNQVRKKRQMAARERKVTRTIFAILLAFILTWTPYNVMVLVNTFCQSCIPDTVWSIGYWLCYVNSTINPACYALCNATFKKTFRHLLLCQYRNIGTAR
# M4 antag: antagonists of human muscarinic M4 receptor (CHRM4); 360,000 tested, 0.73% active; AID 624125; CHO-hM4 cells, ACh EC80, Fluo-8 calcium fluorescence; inhibition, % at 3 µM;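 active means inhibition above its plate's cutoff, the mean inhibition of sample wells plus 3 SD, cut at about 27% in these data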;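 further: 0% = acetylcholine EC80 with DMSO and 100% = DMSO without agonist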
# An asterisk follows results filed as active; · = no result given. An excerpt; rates above refer to the full screens.
SMILES,CHRM1 PAM,CHRM5 PAM,M5 ag,M1 antag,CHRM5 antagonist,CHRM1 agonist,TAAR1 ag,M4 ag,M4 antag
CCOc1cc(/C=N/Nc2nc(C)cc(=O)[nH]2)ccc1O,9,-4,0,-8,5,-3,8,0,15
c1cnc2ccc(C(c3nnnn3C3CCCCC3)N3CCCCC3)cc2c1 (centres undefined),-4,1,-11,-1,2,-7,7,0,1
CCc1ccccc1NC(=O)C1CCN(C(=O)c2ccc([N+](=O)[O-])cc2)CC1,8,9,0,6,5,-3,9,3,-1
Cc1ccccc1NC(=O)NCC1CCCO1 (centres undefined),1,-1,-2,3,3,-2,5,1,13
CCN1C(=O)[C@H]2[C@@H](c3ccc(C)cc3)N3C(=O)N(c4ccc(C)cc4)C(=O)[C@@]3(Cc3ccccc3)[C@H]2C1=O,1,6,0,1,-4,-3,4,5,-25
CC(C)CC(=O)N=C1SC2CS(=O)(=O)CC2N1CCc1ccccc1 (centres undefined),-1,1,2,-2,-11,-3,6,1,-2
CC(C)Cn1c(N)c(C(=O)COC(=O)c2ccc3ccccc3n2)c(=O)n(C)c1=O,3,-3,5,-5,5,-2,10,5,5
CC1CN(C(=O)COC(=O)CSc2ccc(C(N)=O)cc2[N+](=O)[O-])CC(C)O1 (centres undefined),7,-5,1,-16,7,0,2,0,-20
CCN(C(=O)COc1ccc(C)cc1OC)c1cccc2ccccc12,18,5,-1,-11,11,-2,1,0,-11
CCOC(=O)N=Nc1c(O)n(CC(=O)OC)c2ccccc12,0,4,3,7,-1,-3,0,1,6
O=S(=O)(c1ccc(Cl)cc1)N1CCC2(CC1)CO2,-5,-1,-3,2,0,-4,4,1,-7
CCCCC(=O)NC(=S)NNC(=O)c1ccc(Cl)cc1Cl,-5,5,1,6,11,25*,106*,3,8
COc1ccc(NS(=O)(=O)c2ccc(O)c(C(=O)OCC(=O)NC(C)C3CC4CCC3C4)c2)cc1 (centres undefined),9,9,2,-5,-3,-2,0,1,-7
Cc1csc(SCC(=O)NC2CCCCC2)n1,-6,-1,-2,13,0,-4,-2,0,-4
N#Cc1c2n(c3c(=O)n(Cc4ccccc4Cl)cnc13)CCCCC2,9,3,-5,-18,-8,-2,7,0,-1
COc1cc(/C=C/C(=O)NNC(=O)c2cccc(S(=O)(=O)N(C)C)c2)cc(OC)c1OC,6,5,-4,-9,0,-5,0,0,-22
Cc1ccc(NC(=O)C(C)Sc2n[nH]c(CNc3ccccc3)n2)cc1 (centres undefined),-6,6,-7,7,-21,-9,-1,0,-16
OCCN1CCN(c2ncnc3ccc(Br)cc23)CC1,20,-5,-4,-40,-1,-6,0,2,-24
Cc1ccc2c(N)c(C(=O)N(c3ccccc3)c3ccccc3)sc2n1,9,5,-1,-2,-3,-4,4,-2,-3
CCCc1cc(=O)n2nc(N3CCC(C(=O)Nc4cccc(C(C)=O)c4)CC3)sc2n1,15,14,-1,-11,-13,3,2,0,1
Cc1ccc(CNc2nc(C)nc3sc4c(c23)CCC4)cc1,-14,-14,3,22,12,-5,-2,1,3
O=C1C2CCCN2C(=O)N1CCCCN1CCN(CCO)CC1 (centres undefined),10,4,-1,-8,-4,-6,2,0,15
O=C1C(=Cc2ccccc2[N+](=O)[O-])Cc2ccccc21,2,-10,-2,4,7,-6,-2,1,-5
NC(N)=NC(N)=Nc1ccc(O)cc1,6,-3,0,-10,8,-1,1,1,-5
CSc1n[nH]c(NCc2ccc(C)cc2)n1,8,-1,-4,-11,-3,-2,9,1,-4
# Other structures follow:
SMILES,CHRM1 PAM,CHRM5 PAM,M5 ag,M1 antag,CHRM5 antagonist,CHRM1 agonist,TAAR1 ag,M4 ag,M4 antag
CCN(CC)CCN(C(=O)CN1C(=O)c2ccccc2C1=O)c1nc2cc3c(cc2s1)OCO3,17,1,-6,-17,7,-5,1,2,-5
COc1ccc(N2C(=O)/C(=C/c3ccc([N+](=O)[O-])cc3)C=C2c2ccccc2)cc1,19,1,2,-14,-8,2,7,2,-12
Cn1c(N)c(C(=O)COC(=O)c2ccc(F)cc2Cl)c(=O)n(C)c1=O,10,-9,3,-10,9,-1,28,1,0
CC(=O)C[C@@H]1OC[C@H](CO)N1S(=O)(=O)c1ccc(C)cc1,·,5,4,·,1,·,2,0,-2
CCN(CC(=O)NCc1ccc(Cl)cc1)C(=O)C(C)Sc1ccccc1 (centres undefined),-1,-2,-3,9,5,-5,0,2,11
CC(C)OC(=O)N(C)C[C@H]1OCc2cnnn2CCCC(=O)N([C@H](C)CO)C[C@@H]1C,12,0,0,-22,8,-1,8,0,4
CN(C)/C=C/c1onc(-c2c(F)cccc2Cl)c1C#N,2,28*,3,3,10,0,32,0,0
O/N=C/c1cn(-c2ccccc2)nn1,8,-1,-4,-9,10,-8,5,1,-9
O=[N+]([O-])c1ccc(CCNc2cccc3ccccc23)c([N+](=O)[O-])c1,-7,5,-2,3,-7,-8,-1,1,10
CCc1ccc(C(=O)OCC(=O)c2c(N)n(CC(C)C)c(=O)n(C)c2=O)cc1,-7,-13,8,16,9,0,6,12,-6
Cc1cccc(C)c1NC(=O)C1C2C=CC(C2)C1C(=O)NCc1ccccn1 (centres undefined),8,-2,1,-5,0,-3,-1,0,4
Nc1nonc1C(=O)NCCNCc1cc(Br)ccc1OCc1ccccc1F,-3,-13,0,17,16,-2,40*,16,32*
COc1ccc(-c2noc(Cc3ccccc3OC)n2)cc1,2,-3,-5,-8,1,-4,10,-1,-1
CN(C(=O)CC1C(=O)NCCN1Cc1ccccc1F)C1CCOCC1 (centres undefined),10,7,0,-6,10,0,0,1,7
COC(=O)c1c(NC(C)=O)sc(C(=O)Nc2ccccc2)c1C,12,3,1,-12,6,-3,6,4,1
CCCCn1c(N)c(N(CCOC)C(=O)c2cccc(S(=O)(=O)N(C)c3ccccc3)c2)c(=O)[nH]c1=O,8,-4,0,-8,6,-3,3,0,-9
CCc1ccc(CN(C)CC(=O)Nc2sccc2C#N)cc1,5,0,-3,-3,-8,-7,2,1,-22
COc1ccc(S(=O)(=O)N(CC(=O)NC2CCCCC2)c2ccc(F)cc2)cc1,9,-4,-1,-14,14,-3,2,1,6
CCCCn1c(N)c(N(C)C(=O)c2ccc(Br)o2)c(=O)[nH]c1=O,3,0,4,7,0,-1,4,1,-8
COC(=O)c1ccc(NC(=O)CN2CCC(NC(=O)c3ccccc3F)CC2)cc1,-1,-5,-1,3,6,-5,-1,0,9
COCCn1c(SCC(=O)Nc2ccc(OC)cc2OC)nc2ccccc2c1=O,9,0,-1,-19,2,-7,2,-1,3
CCn1c(CSc2nc(C)cc(C)n2)nnc1SCC(N)=O,-8,-1,-3,10,5,-5,3,0,8
CC1Cc2cc(/C(O)=C3\C(=O)C(=O)N(Cc4ccncc4)C3c3ccccc3F)ccc2O1 (centres undefined),-4,-8,-7,7,13,-4,0,0,5
O=C(NCC1CCCO1)c1nn2c(C(F)(F)F)cc(-c3cccs3)nc2c1Br (centres undefined),14,-5,-3,-11,17,-4,0,2,-21
COc1cc(OC)cc(C(=O)NC(C(=O)NCCN(C)C)C23CC4CC(CC(C4)C2)C3)c1 (centres undefined),3,1,-7,-7,-6,-4,5,2,-1

# Of the compounds above, eight have fluorine.
SMILES,CHRM1 PAM,CHRM5 PAM,M5 ag,M1 antag,CHRM5 antagonist,CHRM1 agonist,TAAR1 ag,M4 ag,M4 antag
Cn1c(N)c(C(=O)COC(=O)c2ccc(F)cc2Cl)c(=O)n(C)c1=O,10,-9,3,-10,9,-1,28,1,0
CN(C)/C=C/c1onc(-c2c(F)cccc2Cl)c1C#N,2,28*,3,3,10,0,32,0,0
Nc1nonc1C(=O)NCCNCc1cc(Br)ccc1OCc1ccccc1F,-3,-13,0,17,16,-2,40*,16,32*
CN(C(=O)CC1C(=O)NCCN1Cc1ccccc1F)C1CCOCC1 (centres undefined),10,7,0,-6,10,0,0,1,7
COc1ccc(S(=O)(=O)N(CC(=O)NC2CCCCC2)c2ccc(F)cc2)cc1,9,-4,-1,-14,14,-3,2,1,6
COC(=O)c1ccc(NC(=O)CN2CCC(NC(=O)c3ccccc3F)CC2)cc1,-1,-5,-1,3,6,-5,-1,0,9
CC1Cc2cc(/C(O)=C3\C(=O)C(=O)N(Cc4ccncc4)C3c3ccccc3F)ccc2O1 (centres undefined),-4,-8,-7,7,13,-4,0,0,5
O=C(NCC1CCCO1)c1nn2c(C(F)(F)F)cc(-c3cccs3)nc2c1Br (centres undefined),14,-5,-3,-11,17,-4,0,2,-21

# Continuation:
SMILES,CHRM1 PAM,CHRM5 PAM,M5 ag,M1 antag,CHRM5 antagonist,CHRM1 agonist,TAAR1 ag,M4 ag,M4 antag
NC1=NC(=O)C(Cc2ccc(F)cc2)S1 (centres undefined),5,2,1,-10,-1,-4,3,1,-6
COc1ccc(C(c2nnnn2Cc2cccs2)N2CCN(c3ccccc3F)CC2)cc1 (centres undefined),2,-10,-6,-2,3,-2,6,1,7
O=C(NCC1CCCO1)c1ccc2ccccc2n1 (centres undefined),2,4,-6,-10,-1,-3,6,1,-1
O=P(O)(C(O)c1ccccc1)C(O)c1ccccc1 (centres undefined),3,6,1,6,6,-2,4,1,6
Cc1ccc(S(=O)(=O)Nc2ccccc2N(C)S(=O)(=O)c2ccc(C)cc2)cc1,-5,-27,1,4,14,0,5,9,3
COc1cc(/C=C(\C#N)c2nc3ccccc3n2C)cc(OC)c1O,0,-3,4,4,4,3,13,6,-9
COc1ccc(Cc2nc3ccc(C(=O)N(C)Cc4nccn4C)cc3o2)cc1,-3,-7,-3,-4,3,-9,2,1,-10
N#Cc1c(N)nc2c(c1-c1ccncc1)CCCCC2,7,7,-2,-2,-4,-7,17,2,0
COc1ccc(OC)c(NC(=O)COC(=O)c2c(C)noc2C)c1,14,5,4,-9,0,-2,5,2,-5
CCCN(CC(=O)Nc1ccccc1C)C(=O)c1ccc(S(=O)(=O)N2CCC(C)CC2)cc1,5,-4,-1,-17,4,-6,-1,3,1
CCCCn1c(SCC(=O)Nc2cc(C)on2)nnc1-c1ccncc1,0,-4,-1,3,14,-3,2,1,12
O=C(NC(=S)Nc1ccc(N2CCOCC2)cc1)c1ccc2c(c1)OCCO2,8,0,-1,-12,-4,-6,1,1,-4
COc1ccc(-c2noc(N(C)CC(=O)Nc3cccc(C(F)(F)F)c3)n2)cc1,2,-9,-1,4,10,-1,21,8,-1
COCCNC(=O)C(c1ccc(F)cc1)N(Cc1ccco1)C(=O)CCC(=O)Nc1nccs1 (centres undefined),6,-4,-4,-22,-9,-1,0,1,-13
Cc1cc(C)nc(/N=C2/NC(=O)CS2)n1,4,8,1,-8,-11,-6,1,0,2
Cc1cccc(C)c1NC(=O)CN(C)CC(=O)Nc1ccccc1Br,-9,-7,2,7,4,-2,3,4,0
Oc1c(Cl)cc(Cl)cc1/C=N/NC(=S)NC1CC2C=CC1C2 (centres undefined),-2,-12,4,17,11,1,-1,5,3
CCN(CC)CCCNC(=O)c1c(O)c2cc(F)cc3c2n(c1=O)C(C)CC3 (centres undefined),0,1,-7,-5,5,-11,2,1,-2
COc1ccc(C2C(C#N)=C(/N=C/N3CCN(C)CC3)OC3=C2C(=O)CC(C)(C)C3)cc1 (centres undefined),4,-3,-1,-1,1,-4,0,1,-2
O=C(O)c1ccc(-c2nc(-c3ccccc3Cl)cs2)cc1,1,-5,6,5,14,3,49*,8,-2
CCCCc1nc2ccccc2n1CC(=O)NN,-3,1,-4,7,2,0,0,3,-5
